# High-throughput results deposited in PubChem BioAssay by several laboratories.
# MazEF act – increases E. coli MazEF RNase cleavage of RNA | activation, % at 20 µM | FAM/BHQ RNA-DNA oligo cleavage fluorescence, 5 h | hit rate 0.32% among 350,000; in the data active means activation above about 50%
# Target sequence (P0AE70 whole entry, looked up): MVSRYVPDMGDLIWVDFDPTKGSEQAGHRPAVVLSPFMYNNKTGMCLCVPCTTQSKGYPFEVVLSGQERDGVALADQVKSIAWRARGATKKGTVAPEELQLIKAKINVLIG
# Rv3671c protease – Rv3671c (M. tuberculosis) protease inhibition; P9WHR9; inhibition, % at 5.96 µM; hit rate 0.048% among 320,000; AID 2606; in the data active means inhibition above about 38%;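 further: extracellular domain of Rv3671c used as enzyme; 0% = enzyme with DMSO and 100% = no enzyme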
# Target sequence (P9WHR9 whole entry, looked up, the tested form may be a part): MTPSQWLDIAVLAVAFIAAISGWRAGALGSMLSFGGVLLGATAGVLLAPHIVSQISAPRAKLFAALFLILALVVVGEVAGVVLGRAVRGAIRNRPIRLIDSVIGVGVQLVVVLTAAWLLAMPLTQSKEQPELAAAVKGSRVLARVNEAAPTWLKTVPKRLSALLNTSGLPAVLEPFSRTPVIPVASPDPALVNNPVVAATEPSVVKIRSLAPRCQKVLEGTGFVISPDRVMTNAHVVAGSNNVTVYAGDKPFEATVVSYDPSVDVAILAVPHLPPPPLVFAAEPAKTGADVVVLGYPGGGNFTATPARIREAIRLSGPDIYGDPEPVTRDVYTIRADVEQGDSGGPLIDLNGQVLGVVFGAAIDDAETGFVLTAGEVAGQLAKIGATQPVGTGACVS
# BioA inh – blocks M. tuberculosis BioA enzyme activity; AID 602481; purified M. tuberculosis BioA enzyme, plate reader; inhibition, % at 9.99 µM; hit rate 0.096% among 360,000; in the data active means inhibition above about 40%; inconclusive means no clear call, values can overlap the other calls
# FadD28 binding – blocks FadD28 binding to the bisubstrate probe. fluorescence polarization. inhibition, % at 12.5 µM. hit rate 0.22% among 360,000. AID 588549; in the data active means inhibition above about 8.5%, passing the limit was not always enough; inconclusive means no clear call, values can overlap the other calls
# GDH-TPI inh – GDH-TPI coupled enzyme inhibition counter-screen; GDH-TPI coupled enzyme counterscreen, NADH absorbance; inhibition, % at 4.8 µM; hit rate 1.2% among 360,000; AID 588335;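 further: 0% = DMSO wells and 100% = wells lacking the enzyme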
# Mtb UGM inh – Mtb UDP-galactopyranose mutase inhibition | P9WIQ1 | purified UGM, fluorescence polarization probe displacement | inhibition, % at 10 µM | hit rate 0.06% among 320,000 | AID 504406; in the data active means inhibition above about 10%, passing the limit was not always enough; inconclusive means no clear call, values can overlap the other calls
# FBA Mtb inh – inhibits M. tuberculosis FBA enzyme; purified M. tuberculosis FBA, fluorescence read-out; inhibition, % at 1 µM; hit rate 2.3% among 360,000; AID 588726; in the data active means inhibition above about 27%;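 further: 0% = vehicle and 100% = reference inhibitor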
# Target sequence (P9WQA3 whole entry, looked up): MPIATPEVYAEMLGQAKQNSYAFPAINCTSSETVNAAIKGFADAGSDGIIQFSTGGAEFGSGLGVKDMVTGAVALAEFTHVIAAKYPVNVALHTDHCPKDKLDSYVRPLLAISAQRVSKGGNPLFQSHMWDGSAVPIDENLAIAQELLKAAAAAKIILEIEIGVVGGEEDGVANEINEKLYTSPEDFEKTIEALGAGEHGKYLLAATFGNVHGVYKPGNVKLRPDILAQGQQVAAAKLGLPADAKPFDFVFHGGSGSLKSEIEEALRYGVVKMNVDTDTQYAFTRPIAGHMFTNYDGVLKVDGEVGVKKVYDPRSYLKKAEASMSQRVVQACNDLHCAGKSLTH
# CCHF vOTU inh – blocks the CCHF virus ovarian tumor domain protease; CCHFV vOTU protease, Pep-AMC fluorescence; inhibition, % at 11.5 µM; hit rate 0.55% among 370,000; AID 651958; further: 0% = vehicle wells with enzyme and 100% = no enzyme wells
# DUSP3 inh – blocks human VHR1 dual specificity phosphatase. recombinant VHR phosphatase, pNPP absorbance. AID 1654. hit rate 0.52% among 290,000. P51452. inhibition, % at 13.3 µM; in the data active means inhibition above about 50%; further: some compounds called inactive have numbers as strong as hits
# Target sequence (P51452 whole entry, looked up): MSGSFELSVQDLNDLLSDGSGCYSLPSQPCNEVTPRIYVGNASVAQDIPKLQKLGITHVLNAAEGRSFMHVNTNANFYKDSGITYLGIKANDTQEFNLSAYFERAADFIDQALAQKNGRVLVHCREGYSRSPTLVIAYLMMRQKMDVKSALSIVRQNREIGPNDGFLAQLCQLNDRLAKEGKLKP
# BoNT-F LC inh – BoNT F light chain protease inhibition; Multiplex microsphere protease cleavage assay, flow cytometry; AID 588497; hit rate 0.22% among 360,000; inhibition, % at 10 µM; in the data active means inhibition above about 35%, passing the limit was not always enough; inconclusive means no clear call, values can overlap the other calls; further: plate controls were buffer without enzyme for full effect and enzyme alone for no effect
# Active calls of the source: *; ? = inconclusive; . = no result given; + = active, no number; & = joins results of further samples. Unless noted, no stated cut-off is given here; in the data, active means inhibition above about 30%; inactive means the rest.
No.	SMILES	MazEF act	Rv3671c protease	BioA inh	FadD28 binding	GDH-TPI inh	Mtb UGM inh	FBA Mtb inh	CCHF vOTU inh	DUSP3 inh	BoNT-F LC inh
1	COc1ccc(OC)c(C2C3=C(CC(C)(C)CC3=O)Nc3nnnn32)c1 (stereo not given)	0	2	.	-1.9	15	1.4	4	-7	-8	4
2	CCOc1ccc(C=Nc2cccc3ncccc23)cc1	6	0	.	-3.9	-3	-1.9	0	14	11	1
3	COc1ccc(-c2cnnn2-c2ccc(N)cc2)cc1OC	1	-9	-0.6	-0.9	3	0.2	2	6	27	-14
4	O=C1NC(Cc2ccc(O)cc2)c2nc3cc(Cl)ccc3c(=O)n2-c2cc(Cl)ccc21 (stereo not given)	0	.	-4.2	1.7	-4	.	6	10	.	-5
5	CC(=O)Nc1ccc2c(c1)OCCOCCOc1cc(NC(C)=O)ccc1OCCO2	11	-2	.	-1.9	2	-0.5	2	5	20	-32
6	CC(C(=O)Nc1cccnc1)N1C(=O)c2ccccc2C1=O (stereo not given)	0	1	4.1	-3.0	5	1.8	-3	-12	32	12
7	COc1ccc(S(=O)(=O)NCC(c2cccnc2)N2CCN(C)CC2)cc1C (stereo not given)	4	0	0.2	-2.2	1	-1.0	-1	9	14	-9
8	COc1ccc(CCN(C)CC(O)COC(c2ccc(F)cc2)c2ccc(F)cc2)cc1OC (stereo not given)	-4	.	3.9	-0.7	-7	-2.4	4	9	-14	-8
9	O=C(NCCc1ccccc1)c1ccc2c(c1)N(Cc1ccccc1)CCS2	12	7	-1.7	-1.8	4	-4.3	44*	.	-18	1
10	N#CCCN(Cc1ccccc1)C(=S)Nc1ccccc1	-2	6	.	-3.2	0	1.1	-1	-3	-3	-5
11	COC(=O)c1ccc(C(=O)NC(=S)Nc2ccc3nc(SC)sc3c2)cc1	-47	-2	.	-2.1	-4	-2.4	-1	-7	-8	2
12	COc1ccc(N(CC(=O)NCCc2ccc(Cl)cc2)S(=O)(=O)c2c(C)[nH]c(=O)[nH]c2=O)cc1	1	0	-0.6	-7.1	-2	-0.1	3	-7	-7	7
13	N#CCN1C(=O)C(=O)N(Cc2cccc(Cl)c2)C1=O	4	-8	-0.8	.	5	0.8	-2	4	-18	-3
14	COc1ccc(N2C(=O)CSC(c3ccccc3)C2=O)cc1 (stereo not given)	6	9	.	-0.9	0	0.9	-2	-3	17	2
15	COc1ccc(CCC(=O)NNC(=O)c2ccc(F)cc2)cc1	2	1	0.0	-3.5	-2	1.3	-4	-5	25	1
16	CCCc1nnc(SCC(=O)NC2CCCC2)n1CCOC	10	-4	-0.4	-1.3	1	3.7	3	6	7	10
17	Cc1ccc(Cc2c(C)nc3nc(SCC(=O)NCCCN4CCCCC4)nn3c2C)cc1	14	-1	54*	0.8	-7	0.0	2	6	49	6
18	CCCS(=O)(=O)NC(=O)C1(C)CCCN(C(=O)c2cccc(C(F)(F)F)c2)C1 (stereo not given)	.	.	-0.9	-2.9	-6	.	0	6	.	-12
19	Cc1cc2cc3c(cc2nc1SCC(=O)N1CCCC1)OCCO3	11	.	-0.6	-0.5	14	.	6	0	53*	1
20	C=CC[C@@H](CC(=O)OC(C)(C)C)C(=O)OC[C@@H]1CCCN1C(=O)[C@@H](CC=C)CC(=O)N(CCO)Cc1ccccc1	-1	4	1.3	-0.1	-2	-2.9	-1	17	.	-5
21	C[C@H](CO)N1C[C@H](C)[C@H](CN(C)S(=O)(=O)c2cccc(C#N)c2)OCc2cnnn2CCCC1=O	3	.	-0.2&-4.0	-1.5	-4	.	1	17	.	-4
22	Cc1cc(C)c2nc(Cl)c(CN(Cc3ccco3)C(=O)Nc3ccccc3C)cc2c1	0	-31	-1.1	-0.3	-1	-0.3	2	-6	4	4
23	CC(C)CN(Cc1c(O)ccc2c3c(c(=O)oc12)CCC3)CC(C)C	-1	3	.	0.7	9	0.1	+	-243	9	5
24	O=C(c1ccc(Br)o1)N1CCN(Cc2ccc3c(c2)OCO3)CC1	-6	-4	14	-2.4	4	-0.7	1	2	8	.
25	Cn1cnnc1SCc1cccc(Br)c1	9	6	-6.6	-2.8	8	0.3	1	10	-19	2
26	O=C(CNS(=O)(=O)c1ccccc1)N1CCc2ccccc2C1	2	4	-0.9	0.7	2	1.4	2	7	2	?
27	Cc1ccc(S(=O)(=O)N2CCN(C(=O)C3COc4ccccc4O3)CC2)cc1C (stereo not given)	-2	-10	.	-1.0	-6	2.1	1	-16	10	5
28	Cn1c(=O)c2c(nc(Sc3ncnn3CC(=O)NC(C)(C)C)n2C)n(C)c1=O	9	0	-1.4	-4.4	-2	0.8	0	7	22	2
29	CCOC(=O)c1oc2ccccc2c1NC(=O)C(C)(C)C	2	3	.	-1.1	7	2.2	6	-15	8	4
30	CC(=O)Nc1nnc(SCC(=O)NCc2ccc3c(c2)OCO3)s1	2	6	0.4	1.0	11	-1.4	4	-8	6	1
31	O=C(Cc1ccccc1F)N1CCN(S(=O)(=O)c2ccc(Cl)cc2)CC1	1	-5	-10	-0.5	2	-5.5	6	-9	.	-2
32	O=C(O)c1ccccc1C(=O)Nc1c(-c2ccccc2)nc2ccccn12	0	-4	-1.1	-0.2	19	2.5	2	1	16	.
33	CCOc1cccc2sc(N(CCN(C)C)C(=O)c3ccc4c(c3)OCCO4)nc12	3	-1	0.5	1.0	4	-2.8	6	14	-9	-8
34	COc1ccccc1/C=C/C(=O)OCC(=O)NNC(=O)c1ccccc1	6	-8	4.0	-0.7	16	-1.2	11	-21	-5	30
35	CC(=O)c1cccc(NC(=O)/C(=C\c2cccnc2)NC(=O)c2ccc(C)cc2)c1	4	-6	-0.5	0.0	-2	-2.8	0	-3	38	-22
36	CC1CCCCN1S(=O)(=O)c1ccc2c(c1)CCN2C(=O)C1CC1 (stereo not given)	-9	-4	-1.8	0.3	-2	-0.3	1	-5	-6	4
37	CCC(C)C(=O)Nc1nc(C)c(-c2csc(Nc3cc(Cl)ccc3OC)n2)s1 (stereo not given)	1	2	0.0	-5.4	5	0.1	3	9	27	-2
38	CC(=O)Nc1ccc(S(=O)(=O)Nc2cccc(-c3nc4ccccc4o3)c2)cc1	1	-37	3.4	-12	4	-1.3	55*	0	20	-6
39	Cc1cc2nc(-c3ccc[nH]c3=O)[nH]c2cc1C	9	-18	-0.5	-2.9	26	0.8	+	-394	40	?
40	CCOC(=O)c1c(NC(=O)CSc2nc3ccccc3o2)sc(C)c1C	-13	-1	.	-1.6	6	3.8	0	-18	-16	5

# Complete entries, quoted from the list. Screens in order: MazEF act	Rv3671c protease	BioA inh	FadD28 binding	GDH-TPI inh	Mtb UGM inh	FBA Mtb inh	CCHF vOTU inh	DUSP3 inh	BoNT-F LC inh
# `CCOc1cccc2sc(N(CCN(C)C)C(=O)c3ccc4c(c3)OCCO4)nc12` is listed with 3	-1	0.5	1.0	4	-2.8	6	14	-9	-8
# `CC(=O)Nc1ccc(S(=O)(=O)Nc2cccc(-c3nc4ccccc4o3)c2)cc1` is listed with 1	-37	3.4	-12	4	-1.3	55*	0	20	-6
# `CC1CCCCN1S(=O)(=O)c1ccc2c(c1)CCN2C(=O)C1CC1` (stereo not given) is listed with -9	-4	-1.8	0.3	-2	-0.3	1	-5	-6	4
# `COc1ccccc1/C=C/C(=O)OCC(=O)NNC(=O)c1ccccc1` is listed with 6	-8	4.0	-0.7	16	-1.2	11	-21	-5	30
# `CCC(C)C(=O)Nc1nc(C)c(-c2csc(Nc3cc(Cl)ccc3OC)n2)s1` (stereo not given) is listed with 1	2	0.0	-5.4	5	0.1	3	9	27	-2

# New compounds follow:
No.	SMILES	MazEF act	Rv3671c protease	BioA inh	FadD28 binding	GDH-TPI inh	Mtb UGM inh	FBA Mtb inh	CCHF vOTU inh	DUSP3 inh	BoNT-F LC inh
41	Cc1cc(C)cc(NC(=O)C2CCN(S(=O)(=O)c3ccc4c(c3)NC(=O)C(C)S4)CC2)c1 (stereo not given)	-2	-75	6.0	-2.6	-2	1.6	-3	12	1	.
42	O=C(Nc1ccc2c(c1)OCCO2)C1CC1c1ccccc1 (stereo not given)	2	8	.	-0.9	14	-2.7	1	4	-4	-3
43	CC1(C)CC(=O)C(C(=O)/C=C/c2ccco2)C(=O)C1	0	1	.	-2.6	11	0.3	-4	-1	0	-3
44	Cc1cccc(NC(=O)c2nc(-c3ccccc3)n(-c3ccccc3)n2)c1C	0	-6	0.1	1.8	3	3.7	0	5	33	-6
45	CS(=O)(=O)N1CCN(c2ccccc2NC(=O)CSc2ccc(Cl)cc2)CC1	-15	-5	0.2	-6.7	1	1.6	2	6	10	0
46	CCN(Cc1cnn(C)c1)C(=O)c1cc(COc2cc(C)c(Cl)c(C)c2)on1	6	4	-2.0	-3.3	7	-2.6	3	8	-31	0
47	COc1ccccc1NCC(=O)NNC(C)C(=O)Nc1cccc(Cl)c1 (stereo not given)	5	4	2.7	1.2	0	-0.2	1	16	9	-6
48	COc1ccc(/C=N\Nc2ccc([N+](=O)[O-])cc2)c(C(=O)O)c1OC	-3	-3	.	-3.3	8	-0.6	-14	12	13	3
49	OC(CNCc1ccccc1)c1ccccc1 (stereo not given)	10	0	0.0	-4.2	-6	-0.6	-1	0	14	?
50	CC(=O)Oc1ccc2c(c1)cc(C)n2C	2	8	-0.8	-1.6	12	2.1	-12	-10	9	-4
51	COc1ccc(CC2(CO)CCN(S(=O)(=O)N(C)C)CC2)cc1	9	7	.	1.5	-1	-3.6	1	12	4	-3
52	Cc1cccnc1CC(C)NC(=O)c1cc(COc2cncc(Cl)c2)on1 (stereo not given)	2	1	-1.8	1.3	10	2.8	4	12	-5	6
53	COc1ccccc1N(C(=O)c1snc(C(N)=O)c1N)C(C(=O)NCc1ccccc1)c1ccc(C)o1 (stereo not given)	-8	.	-1.3	-0.1	4	.	18	-7	30	-6
54	Cc1ccc(S(=O)(=O)N/N=C\c2ccc([N+](=O)[O-])o2)cc1C	7	0	-2.1	-3.3	18	-1.1	-3	1	5	3
55	Cc1nc(NCc2ccc(S(N)(=O)=O)cc2)c2c(C)c(C)sc2n1	7	-17	0.3	-2.3	-7	1.4	2	-6	7	2
56	O=C1C2CC=CCC2C(=O)N1c1nccs1 (stereo not given)	4	.	-1.8	3.1	0	.	6	5	.	3
57	CC(=O)OC[C@H]1O[C@@H](n2ccc(=O)[nH]c2=S)C(OC(C)=O)C1OC(C)=O (stereo not given in full)	-4	5	-2.1	1.0	3	-1.2	-1	1	12	-2
58	CCn1c(SCc2ccc(Cl)cc2)nc2nc3c(cc2c1=O)CCCC3	-4	-4	-0.9	-1.9	22	.	0	-7	3	-1
59	CCOc1ccccc1NC(=O)CN(c1cc(C)cc(C)c1)S(=O)(=O)c1c(C)noc1C	15	4	-0.6	1.0	0	1.3	1	0	29	-2
60	CC1CCCCC12NC(=O)N(CC(=O)Nc1cccnc1)C2=O (stereo not given)	-2	.	-1.1	-3.2	-4	.	-4	9	.	-4
61	O=C(Nc1ccc(C(=O)O)cc1)/C(=C\c1ccccc1)NC(=O)c1ccco1	14	-5	-1.2	0.3	1	1.0	-3	-2	34	-11
62	O=C(O)Cn1cnc2c(=S)nc[nH]c21	3	-1	-1.6	-1.3	-10	-0.1	-10	-53	36	4
63	CCCc1cc(=O)oc2cc(C)cc(OCC(=O)Nc3ccccn3)c12	29	-1	-0.5	-1.6	3	1.6	23	-14	20	9
64	CC(=O)Nc1cccc(OCCCOc2ccc([N+](=O)[O-])cc2)c1	0	-6	.	0.1	15	-2.1	0	-6	-15	-11
65	COc1ccccc1N1CCN(C(=O)CSc2nnc(C)n2C2CC2)CC1	-7	0	-0.5	-0.7	6	0.5	8	0	.	.
66	CCc1cc(C(=O)c2ccc(OC)cc2)c(NC(=O)CN2CCCC2)s1	-1	-9	-1.0	-0.5	3	3.6	-2	1	3	0
67	CN(C(=O)c1ccc2c(c1)C(=O)N(CCC1=CCCCC1)C2=O)C1CCCCC1	12	-6	0.0	-1.3	10	1.2	-2	7	23	-10
68	Cc1ccc(-c2csc3nc(CN(C)Cc4ccccc4)[nH]c(=O)c23)cc1	-31	-22	-2.8	3.7	1	0.6	2	-7	15	-8
